HEK293 NOD2/NF-kB = NOD2 signaling inhibitors, cell-based, luminescence, uHTS, HEK293 (AID 1566). HEK293 NOD2/NF-kB luciferase reporter, luminescence; higher % means a stronger effect. 0.63% of 290,000 active. inhibition, % at 4 µM, or EC50 in µM where a hit was titrated; in the data active = inhibition above about 50%; note: many of its hits are not listed in these tables
Lipid droplet = inhibitors of hepatocyte lipid droplet formation, primary screen, imaging, high-throughput imaging, BODIPY stain. inhibition, % at 6.5 µM. AID 1656, 2009. AML12 mouse hepatocytes, oleate lipid droplets. 0.4% of 240,000 active;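 active = lipid droplet intensity inhibited by at least 50%, with more than 500 cells counted; inconclusive = wells with under 300 cells, treated as cytotoxic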
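System: AML12 hepatocytes (mouse). Probe or stimulus: oleic acid at 100 µM to induce lipid droplet formation. Times: overnight treatment with compound plus oleate. Detection: Image-based BODIPY and DAPI two-channel analysis. Evaluation: percent inhibition of filter-corrected integrated lipid droplet intensity per well.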
Dynein cargo inh = inhibitors of GR-EGFP nuclear translocation, primary screen, dynein cargo transport inhibitor project, imaging, high-content, 3617.4 mouse cells; test concentration mostly 20 µM; stimulated with dexamethasone, 1 µM; active compounds read low; z-score, hits read low; 0.47% of 220,000 active; AID 1381, 2008;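 active = plate z-score of nuclear minus cytoplasmic receptor signal below a set negative limit, without overly bright fluorescence or cell loss, cut at about -3.5 in these data, passing the limit was not always enough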;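 note: z-score of nuclear minus cytoplasmic ring GR-EGFP intensity difference per well; some compounds called inactive have numbers as strong as hits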
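Buffer or medium: Induction medium lacking tetracycline, stripped serum | Also added: Dexamethasone agonist, 1.0 µM final, for 30 min | Timing: 48 h induction, 1 h compound, 30 min dex at 37 °C | Detection: Formaldehyde fixation, Hoechst nuclear stain, 10x automated fluorescence imaging | Measure: Nuclear versus cytoplasmic GR-EGFP signal, averaged per well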
MT stabilize HCS = microtubule stabilizers in HeLa cells, primary screen, imaging, high-content imaging. HeLa tubulin immunostaining HCS, 24 h; share of cells brighter than vehicle mean+2SD. % tubulin-high responders, % at 10 µM. 0.83% of 200,000 active. AID 2205, 2009;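 active = plate Z-score above 3 for both tubulin-high and condensed-nucleus cell shares, with cell loss under 80%, at 10 µM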;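 note: anti alpha tubulin signal scored within the nucleus-defined area of each cell; some results filed as inactive read as strong as hits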
Autophagy HCS = autophagy modulators in MEF cells, primary screen, imaging, high-content, MEF GFP-LC3. MEF GFP-LC3 puncta imaging; test concentration mostly 10 µM. calls only at 10 µM (by protocol). 0.98% of 190,000 active. AID 463193, 2010;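 active = percentage of spot-positive cells more than 3 SD above its plate mean, without a fluorescence outlier flag or 80% toxicity; inconclusive = no clear call, values can overlap the other calls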;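 note: spot-positive cell cutoff set from DMSO-treated cells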
WT yeast gro inh = growth inhibition of WT strain, primary screen, mitochondrial fusion inhibitor project, WT and mutant strains, chemical genetic. mitochondrial fusion phenotypic screen. inhibition, % at 10 µM. 2.1% of 190,000 active. AID 1362, 2008; in the data active = inhibition above about 58%; tested in S. cerevisiae
Ins promoter up = insulin promoter activators in MIN6 cells, imaging, high-content screening, mouse beta cells. 0.3% of 190,000 active. MIN6 insulin promoter-GFP reporter; active compounds read high. z-score at 5 µM;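 active = z-score above 3 at 5 µM with at least 500 cells counted in the well; inconclusive = wells under 500 cells, flagged as cytotoxic or low count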
Yfh1-off respiration = enhancers of respiration in Yfh1-depleted yeast, dose response, Friedreich's ataxia, plus single-dose screen (AID 1465); 0.074% of 220,000 active; fold induction at 50 µM; hits with a dose series show EC50 in µM; S. cerevisiae Yfh1-off respiration, WST-1 reduction, 72 h; higher fold induction means a stronger effect;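 active = fold induction of absorbance versus untreated yeast above a set limit, then at least 30% activation at any dose in follow-up; inconclusive = repeats straddling the limit, or above it without dose testing; inactive = fold induction below the set limit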;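 note: activators that raise dye reduction in frataxin-depleted yeast; strong numbers were not always called active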
b-catenin transl = modulators of beta-catenin nuclear translocation, primary screen, imaging, HeLa cells, immunofluorescence, high-content. 0.3% of 190,000 active. nuclear translocation activity, % at 5 µM. AID 1665, 2009;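 active = nuclear translocation activity above 50% at 5 µM, with a well cell count of 50 or more; inconclusive = wells under 50 cells across six images, flagged as toxic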;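 note: per-cell ratio of nuclear to cytoplasmic median beta-catenin stain intensity; plate controls were DMSO negative control for no effect and GSK-3 inhibitor IX positive control for full effect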
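Test system: human HeLa cell line; Doses: 5 µM primary, 0.02–20 µM confirmation; Incubation: 24 h compound exposure, 37°C; Detection: beta-catenin immunofluorescence imaging with DAPI; Read-out: beta-catenin nuclear/cytoplasmic ratio, % activation.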
WT yeast gro inh mutant strain = also measured in WT yeast gro inh; calls as there; inhibition, %; mitochondrial fusion phenotypic screen, mutant strain inhibition
Dynein cargo inh cytoplasmic EGFP = recorded beside Dynein cargo inh, whose call it bears; z-score; measured here: cytoplasmic GR-EGFP intensity; active compounds read high
Dynein cargo inh nuclear GR-EGFP = second read-out of Dynein cargo inh, no call of its own (marks repeat the call); z-score; measured here: nuclear GR-EGFP intensity;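 lower value marks the stronger effect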
Dynein cargo inh cell count = recorded beside Dynein cargo inh, whose call it bears; z-score; measured here: cell count per field
Ins promoter up cell count = recorded beside Ins promoter up, whose call it bears; cell count; measured here: cytotoxicity, nuclei count;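 total cells summed across four imaged fields per well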
Lipid droplet cells 6.5 µM = further read-out of Lipid droplet, marked with its call; cell count; measured here: cell count, cytotoxicity flag;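 cells counted across two imaged fields per well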
b-catenin transl cell count 5 µM = also measured in b-catenin transl; calls as there; cell count; measured here: cell count, cytotoxicity flag
MT stabilize HCS Hoechst-high % = further read-out of MT stabilize HCS, marked with its call; % Hoechst-high responders; measured here: nuclear condensation Hoechst responders;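 share of cells brighter than vehicle mean plus two SD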
MT stabilize HCS cytotoxicity % = second read-out of MT stabilize HCS, no call of its own (marks repeat the call); toxicity, %; measured here: cytotoxicity by cell density;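 0% = mean cell density of plate MIN control wells and 100% = no cells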
Autophagy HCS cell loss 18 h = also measured in Autophagy HCS; calls as there; toxicity, %; measured here: cell loss, nuclei count;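 cell loss after 18 h compound exposure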
The depositor's hits bear a star; i = inactive; ? = inconclusive; / = no result given. Not all compounds are listed. The share of hits here may be higher or lower than overall.

SMILES | HEK293 NOD2/NF-kB | Lipid droplet | Lipid droplet cells 6.5 µM | Dynein cargo inh | Dynein cargo inh cytoplasmic EGFP | Dynein cargo inh nuclear GR-EGFP | Dynein cargo inh cell count | MT stabilize HCS | MT stabilize HCS Hoechst-high % | MT stabilize HCS cytotoxicity % | Autophagy HCS | Autophagy HCS cell loss 18 h | WT yeast gro inh | WT yeast gro inh mutant strain | Ins promoter up | Ins promoter up cell count | Yfh1-off respiration | b-catenin transl | b-catenin transl cell count 5 µM
Cc1nc2ccc(S(=O)(=O)NC(C(=O)N3CCCC3)C(C)C)cc2s1 (stereo not drawn) | -10.8% | -38.3 | 722 | 3.45 | -0.0477 | 2.49 | -1.03 | 5.8 | 1.9 | 7.7 | / | / | -9.2 | -2.5 | -0.2 | 1002 | i | -1.7 | 1127
Cc1cc(C)n(/N=C/c2ccco2)c(=O)c1C#N | 5.1% | 21.7 | 638 | -0.781 | -0.115 | -0.449 | 0.862 | 3.2 | 2.8 | 3.0 | i | -4.5 | -0.6 | -8.3 | 0.22 | 1368 | i | -4.8 | 561
Cc1ccnc2nc(C(=O)Nc3ccc(S(=O)(=O)N4CCCC4)cc3)nn12 | 0.2% | 3.2 | 724 | 0.0415 | -0.137 | 0.086 | 0.47 | / | / | / | / | / | / | / | 0.34 | 1399 | i | -0.2 | 1032
CCCCNS(=O)(=O)c1ccc(OC)cc1 | 1.3% | -6.9 | 747 | 0.572 | -0.185 | 0.394 | -0.194 | 2.7 | 2.8 | 3.1 | i | -1.7 | -1.3 | -6.7 | 1.57 | 1187 | i | 0.5 | 1185
CN(C)CCCNc1oc(-c2ccc(Cl)cc2)nc1C#N | -5.9% | -30.5 | 720 | 1.01 | 0.337 | 1.99 | -1.01 | 5.8 | 2.4 | 5.8 | i | -6.7 | 4.1 | 4.6 | -0.81 | 567 | i | 0.4 | 1123
O=S1(=O)N=C2CCCCCN2C(c2ccccc2)N1 (stereo not drawn) | 12.0% | 10.9 | 648 | -0.572 | 0.534 | 0.26 | 0.099 | 3.7 | 2.1 | 5.8 | i | -7.4 | -4.3 | 3.3 | 0.47 | 1623 | i | 0.1 | 945
Cc1ccc(N)cc1CN1CCCC1=O | 10.2% | -18.9 | 749 | 0.00118 | -0.23 | 0.434 | 0.884 | 4.3 | 2.6 | 2.3 | i | 8.0 | 2.8 | 1.5 | 0.84 | 1220 | i | -1.3 | 945
Cc1cccc(NC(=O)N2CCC(n3nnc4cc(C)ccc43)CC2)c1 | 2.4% | 10.4 | 571 | -0.346 | -0.266 | -0.23 | 0.0684 | 1.8 | 1.4 | 5.9 | i | -2.0 | -0.4 | -0.2 | -0.05 | 1489 | i | -0.2 | 1540
Cc1cccc(C)c1N1C(=O)C2ON(c3ccccc3)C(c3ccncc3)C2C1=O (stereo not drawn) | -0.1% | 14.6 | 620 | -0.307 | -0.521 | -0.164 | 0.614 | 2.6 | 1.5 | 9.2 | i | 4.5 | 28.4 | 25.2 | -0.08 | 1428 | i | -0.2 | 1048
CCn1nnnc1SCC(=O)c1cccc(OC)c1 | 2.1% | -6.2 | 659 | -1.16 | -0.0151 | -0.855 | 0.6 | 3.3 | 1.8 | 3.3 | i | 7.1 | -2.6 | 10.0 | -0.27 | 1850 | i | -2.7 | 1080
COc1ccc(/C=N/OCC(=O)Nc2nc3ccccc3s2)cc1 | -4.9% | -17.6 | 656 | -1.14 | -0.186 | -0.406 | 0.215 | 3.2 | 2.7 | 6.9 | i | 7.4 | 26.9 | 2.5 | -0.01 | 1278 | i | -1.5 | 982
CCSc1nncn1/N=C/c1ccc(OC)c(OC)c1 | -4.4% | -7.9 | 622 | 0.393 | -0.291 | 0.61 | 1.12 | 2.3 | 2.1 | 10.0 | i | -3.9 | 8.0 | 17.0 | -1.13 | 1819 | i | 1.0 | 1022
O=C1c2ccccc2-n2c1nc1ccccc1c2=O | 26.3% | 10.1 | 708 | 0.371 | -0.262 | 0.106 | -0.152 | 4.7 | 2.5 | 6.1 | i | 5.4 | 66.0* | 57.8* | 1.43 | 1401 | i | -0.3 | 1054
Cc1ccc(Cn2ccc(=O)c(OCc3ccccc3)c2C)cc1 | -15.4% | / | / | 1.27 | -0.181 | 0.506 | -0.739 | 2.3 | 1.2 | 19.2 | i | 6.3 | -23.8 | -14.9 | -0.51 | 967 | i | / | /
CCN(N)C(=S)Nc1ccc(F)cc1 | 19.1% | -13.0 | 707 | 0.604 | -0.205 | 0.321 | 0.628 | 3.4 | 2.4 | 0.8 | i | -2.8 | 11.2 | 0.6 | -0.14 | 1471 | i | -1.4 | 1022
CCn1c(COc2ccccc2)nnc1SCc1ccc(C#N)cc1 | 11.9% | / | / | 0.768 | -0.344 | -0.111 | 0.0425 | 6.9 | 1.2 | 7.0 | i | 18.5 | 2.4 | 4.7 | 0.31 | 1034 | i | -6.4 | 918
COc1ccc(C(=O)Nn2c(SCc3cccc([N+](=O)[O-])c3)nc3ccccc3c2=O)cc1 | 40.4% | 27.6 | 623 | 0.218 | -0.239 | 0.209 | 0.683 | 1.5 | 2.1 | 4.0 | i | -1.3 | -8.1 | -6.9 | -0.06 | 1192 | i | 0.4 | 465
Fc1cc(NC(=S)NCc2ccc(CNC(=S)Nc3ccc(Cl)c(F)c3)cc2)ccc1Cl | 3.7% | -1.3 | 702 | 0.633 | -0.204 | 1.02 | -1.03 | / | / | / | / | / | / | / | -0.66 | 1052 | i | 0.1 | 1316
COc1cc(CNCc2ccccn2)ccc1OCC(N)=O | 17.4% | / | / | -0.134 | -0.2 | 0.435 | 0.702 | 2.8 | 1.9 | 12.2 | i | 7.9 | -5.2 | 9.3 | 0.27 | 1329 | i | 2.3 | 1394
S=C(NCc1ccccc1)N1CCn2cccc2C1c1cccnc1 (stereo not drawn) | -10.5% | -0.1 | 687 | -0.779 | -0.266 | -0.382 | 0.149 | 2.3 | 2.6 | 7.7 | i | -9.1 | -25.2 | -9.8 | 0.81 | 1117 | i | -1.6 | 1067
Cn1cc(S(=O)(=O)N2CCN(c3ccccc3F)CC2)c(=O)n(C)c1=O | -1.4% | -2.3 | 662 | -0.102 | -0.28 | 0.0516 | 0.27 | 2.3 | 4.3 | 6.6 | i | 2.8 | -0.5 | 2.6 | -1.09 | 1742 | i | -2.0 | 1141
NS(=O)(=O)c1ccc(CNS(=O)(=O)c2cccc3nonc23)cc1 | -5.1% | -0.7 | 695 | -0.664 | -0.242 | -0.0223 | 0.47 | / | / | / | / | / | / | / | -1.06 | 1022 | i | 0.7 | 1379
CCCCN(C)C1=CC2=CC(=C(C#N)C#N)CCC2CC1 (stereo not drawn) | -1.1% | -25.4 | 668 | -8.14* | -0.368* | -3.49* | -0.0551* | 3.9 | 1.5 | 6.9 | ? | / | -18.1 | -1.7 | / | / | i | 9.0 | 1244
COc1ccc(C2(C(=O)NCc3ccccc3Cl)CCOCC2)cc1OC | 9.8% | 23.0 | 673 | -0.869 | -0.324 | -0.126 | 0.751 | 3.4 | 2.2 | 9.9 | i | -7.7 | 2.6 | -5.4 | -0.05 | 1470 | i | -0.1 | 1488
CCOc1ccc(C(=O)NC2CCN(C(=O)Nc3ccccc3OC)CC2)cc1 | / | -1.2 | 766 | 1.52 | 0.187 | 1.13 | -0.889 | 3.8 | 1.9 | 5.8 | i | -1.1 | 0.6 | -0.2 | / | / | i | -3.4 | 530
CC(C)c1ccccc1NC(=O)c1ccccc1NC(=O)C1CCCCC1 | -6.9% | 4.5 | 663 | -0.108 | -0.203 | -0.0132 | 0.269 | 1.6 | 2.2 | 10.3 | i | -10.3 | 17.3 | 25.0 | -0.32 | 1216 | i | 3.0 | 1072
COc1cccc(OC)c1C(=O)Nc1cccc(C(C)=O)c1 | 17.2% | -6.3 | 743 | -0.757 | -0.255 | -0.845 | 1.48 | 3.7 | 2.6 | 5.5 | i | -2.5 | -14.4 | -1.4 | -0.12 | 1174 | i | 0.1 | 1187
Cc1cc(C)n(-c2nnc(NC34CC5CC(CC(C5)C3)C4)nn2)n1 | -57.5% | 2.0 | 649 | 0.637 | -0.284 | 0.308 | -0.682 | 3.4 | 2.8 | 8.7 | i | 1.2 | 41.9 | 20.7 | -0.58 | 1309 | i | / | /
CC1CCCC(NC(=O)CCNS(=O)(=O)c2ccc(Br)cc2)C1C (stereo not drawn) | -4.1% | 1.4 | 674 | -0.0249 | -0.317 | 0.114 | 0.791 | 4.8 | 2.8 | 6.5 | i | 6.0 | 9.0 | -7.8 | -0.34 | 1186 | i | -0.4 | 1130
Cc1ccc(C2=NN3C(=O)c4ccccc4C3C2)cc1 (stereo not drawn) | -35.3% | -5.2 | 714 | -0.389 | -0.247 | -0.46 | -0.0595 | / | / | / | / | / | / | / | 0.55 | 1360 | i | -0.9 | 1322
